# MmCpn inh: blocks the Methanococcus maripaludis chaperonin Mm-Cpn; purified Mm-Cpn ATPase, ADP Transcreener TR-FRET; Potency, µM (doses to about 76.9 µM), inactives show top-dose activity, negative = inhibition, hits mostly inhibitors; hit rate 0.031% among 330,000; AID 504842; active = well fitted inhibition curve with a large enough effect; inconclusive = small, poorly fitted or top-dose-only effect; note: nearly all actives have a fitted effect of over 80% in size
#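 ATP (10 uM final) was added to archaeal chaperonin (25 nM final) after 10 min exposure to test compound at 37°C; after 30 min further incubation, ADP was detected by competitive TR-FRET.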
# * = called active by the depositor; ? = inconclusive; [ ] = dose if it differs, or a comment. % is set by controls: 0 for no effect and ±100 for the full control effect; potency is the fitted concentration of half-maximal effect.
Molecule | MmCpn inh
COc1cccc(C(=O)NCC2CCCO2)c1 (stereo not given) | 0%
O=C(O)c1ccc(Nc2nc(-c3cccnc3)nc3ccccc23)cc1 | -7%
O=C1NC(Cc2ccccc2)c2nc3ccc(Br)cc3c(=O)n2-c2cc(Cl)ccc21 (stereo not given) | -4%
COc1ccc(OCC(=O)NNC(=S)NC(=O)C2CCCCC2)cc1 | 4%
CCc1ccc(Nc2n[n+](C)c(-c3ccc(C(=O)O)cc3)s2)cc1 | 0%
CCCOc1ccc(/C(O)=C2/C(=O)C(=O)N(CCOC)C2c2cccnc2)cc1 (stereo not given) | -7%
Cc1ccccc1Nc1nnc(SCC(=O)NC(=O)Nc2ccc3c(c2)OCCO3)s1 | -1%
CC1(C)S[C@@H]2[C@H](NC(=O)COc3ccccc3)C(=O)N2C1C(=O)OCc1cc2ccccc2n1S(=O)(=O)c1ccccc1 (stereo not given in full) | -3%
CCn1c(SCC(=O)Nc2cc(NC(C)=O)ccc2OC)nnc1-c1ccncc1 | 1%
Cc1ccc(Cn2c(SCC(=O)Nc3cccc(C)n3)nc3c2c(=O)n(C)c(=O)n3C)cc1 | 2%
O=C(NC1CC1)c1ccc2c(c1)S(=O)(=O)c1cc(Cl)ccc1C2=O | -2%
Cc1cc(C=O)c2c(c1)C=CC1(Oc3ccccc3C(=O)N1C)O2 (stereo not given) | 0%
CNCCCNCc1ccc(SC)cc1 | ?
COC(=O)c1ccccc1NC(=O)CSc1nnc(-c2ccc(C)cc2)o1 | -3%
O=C(NCc1cccs1)c1cc(-c2ccncc2)nc2ccc(Br)cc12 | -14%
COC(=O)[C@@]1(Cc2ccc(OC)cc2)[C@H]2c3cc(C(=O)N4CCCC4)n(Cc4ccc(OC)c(OC)c4)c3C[C@H]2CN1C(=O)c1ccccc1 | 0%
Cc1cc(/C=N/Nc2nc(N)ncc2[N+](=O)[O-])c(C)n1-c1cccc(C(F)(F)F)c1 | 2%
COC(=O)[C@@]1(Cc2ccc(OC)cc2)[C@H]2c3cc(C(=O)N4CCCC4)n(CCc4c[nH]c5ccc(O)cc45)c3C[C@H]2CN1C(=O)c1ccccc1 | -1%
CCCC(C)NC(=O)c1ccc(-c2ccccc2)cc1 (stereo not given) | -2%
O=C(CN1CCN(CCN2C(=O)c3cccc4cccc(c34)C2=O)CC1)c1ccc(Cl)cc1 | -1%
COc1cc(/C=C2/C(=O)N(c3ccccc3)N=C2C)ccc1OS(=O)(=O)c1ccccc1 | 1%
COc1cc(/C=C(/C#N)c2nc(-c3cc4ccccc4oc3=O)cs2)cc([N+](=O)[O-])c1O | 1%
O=C(NCc1cccnc1)C(=O)Nc1nccs1 | 5%
O=c1c2ccccc2c(C=Nc2ccc(S(=O)(=O)Nc3ncccn3)cc2)c(O)n1-c1cccc(Cl)c1 | -5%
CCN1C(=O)[C@H]2[C@@H](c3ccc(-c4ccc(F)cc4)c(OC)c3)N[C@@](CC(C)C)(C(=O)OC)[C@H]2C1=O | -6%
Cc1cccn2c(=O)c3cc(C#N)c(=O)n(CC4CCCO4)c3nc12 (stereo not given) | -8%
COc1ccc(NC(=S)N(CCO)Cc2ccccc2)cc1 | -3%
O=C(CSc1nnc(NC(=O)c2ccccc2Cl)s1)Nc1ccc2c(c1)oc1ccccc12 | -5%
COc1ccc(C(=O)/C=C/Nc2ccc(S(=O)(=O)Nc3ncccn3)cc2)cc1 | 2%
COc1ccc(C2C(C#N)=C(N)N3C(=C2C#N)Sc2ccccc23)cc1 (stereo not given) | -25%
CCc1ccc(C(C(=O)NC2CCCCC2)N(C(=O)c2ccccn2)c2cccnc2)cc1 (stereo not given) | 1%
CNC(=O)c1c(NC(=O)c2ccc(S(=O)(=O)N3CCCC3)cc2)sc2c1CCN(C(C)C)C2 | -2%
COc1ccc(-c2[nH]ncc2CN(Cc2nccn2C)C(C)C)cc1F | -3%
CC[C@@H]1CC=C[C@H]2[C@H]1C(=O)N(Cc1ccccc1)[C@H]2c1ccc2ccccc2c1 | 1%
NC1=NC(c2cn[nH]c2-c2ccc(F)cc2)n2c(nc3ccccc32)N1 (stereo not given) | 1%
COc1ccc(Cl)cc1Nc1nc(-c2sc(NC(=O)c3ccccc3)nc2C)cs1 | ?
COc1ccc(O[C@H]2C=C[C@@H](c3ccccc3)O[C@@H]2COC(=O)CC/C(C)=N/O[C@@H](C)CN2CCCCc3nc(C)c(C)cc32)cc1 | -1%
COc1cc(N/C=C(\C(C)=O)c2ccccc2)cc(OC)c1 | 2%
Cc1ccc(OCc2nnc(NC(=O)OCC(C)C)s2)c(C)c1 | 0%
COc1cc2c(cc1OC)[C@@H]1O[C@](c3ccsc3)(C2)Oc2cc(C)n(-c3ccccc3)c(=O)c21 | 2%[15.4 µM]
Cc1cc(C2=CC(C)(c3cc(C)oc3C)Nc3nc(C(F)(F)F)nn32)c(C)o1 (stereo not given) | -1%
COc1cc(C2c3c(oc4ccc(C)cc4c3=O)C(=O)N2c2cc(C)ccn2)cc(OC)c1OC (stereo not given) | -1%
COC(=O)[C@@H](NC(=O)O[C@H]1C(=O)c2ccc(OC)cc2O[C@@H]1c1ccc2c(c1)OCO2)C(C)C | -1%
CO[C@H]1C[C@@H]2CC[C@@H](C)[C@@](O)(O2)C(=O)C(=O)N2CCCC[C@H]2C(=O)O[C@H]([C@H](C)C[C@@H]2CC[C@@H](O)[C@H](OC)C2)CC(=O)[C@H](C)C=C(C)[C@@H](O)[C@@H](OC)C(=O)[C@H](C)C[C@H](C)C=CC=CC=C1C | 0%
CCOC(OCC)c1cn(Cc2ccc3c(c2)C(=O)c2ccccc2C3=O)nn1 | 2%
COc1ccc(-c2nc(-c3cccc(C)c3)nc(Cl)c2C#N)cc1 | -1%
CCCN1C(=O)/C(=C/c2ccc(C)o2)NC1=S | 2%
C[C@@H](C(=O)Nc1ccc2ccccc2c1)[C@H]1C[C@]1(C)[C@H](NP(=O)(c1ccccc1)c1ccccc1)c1ccccc1 | -5%
N#Cc1c(-c2ccccc2)cc(-c2ccco2)c(C#N)c1N | -5%
OCCCc1nc2n(n1)C(c1cccs1)C=C(c1ccccc1)N2 (stereo not given) | -2%
O=C(NCCc1ccccc1)c1ccccc1NC(=O)C1CCCCC1C(=O)O (stereo not given) | 1%
Cc1ccccc1SCCNC(=O)CCc1ccccc1 | 1%
O=C(NCC(=O)N(c1cccnc1)C(C(=O)NC1CCCC1)c1ccc(F)cc1)c1ccco1 (stereo not given) | 2%
O=C(Cc1c[nH]c2ccccc12)Nc1cccc(S(=O)(=O)N2CCCCC2)c1 | -6%
Fc1ccccc1/C=C1\CCCC2=C1Nc1ncnn1C2c1ccccc1F (stereo not given) | ?
Cc1cccc(N(CC(=O)NCCSc2nc3ccccc3s2)S(=O)(=O)c2ccccc2)c1 | 0%
NC(=O)C(=CNc1nc(-c2ccc(Cl)c(Cl)c2)cs1)C(N)=O | -5%
Cc1cc(C(=O)CN2C(=O)NC3(CCCc4ccccc43)C2=O)c(C)n1Cc1ccco1 (stereo not given) | -1%
O=C(NC(=O)c1ccccc1)Nc1ccccn1 | -20%
CCCCn1c(=S)[nH]c2c(oc3ccc(Cl)cc32)c1=O | -7%

# Sorted by formula weight (descending): part of the list above
Molecule | MmCpn inh
CO[C@H]1C[C@@H]2CC[C@@H](C)[C@@](O)(O2)C(=O)C(=O)N2CCCC[C@H]2C(=O)O[C@H]([C@H](C)C[C@@H]2CC[C@@H](O)[C@H](OC)C2)CC(=O)[C@H](C)C=C(C)[C@@H](O)[C@@H](OC)C(=O)[C@H](C)C[C@H](C)C=CC=CC=C1C | 0%
CNC(=O)c1c(NC(=O)c2ccc(S(=O)(=O)N3CCCC3)cc2)sc2c1CCN(C(C)C)C2 | -2%
Cc1ccccc1SCCNC(=O)CCc1ccccc1 | 1%

# The listing continues.
compound	MmCpn inh
O=C(NCc1cc(C(F)(F)F)ccc1Cl)c1cccc2c1C(=O)c1ccc(-c3ccc(OC(F)(F)F)cc3)cc1S2(=O)=O	-21%
O=C(O)c1cc(-c2ccncc2)nc2ccc(F)cc12	0%
CCOC(=O)/C=c1\s/c(=C\c2sccc2C)c(=O)n1CC(=O)NCc1ccc(C)cc1	4%
CN1c2ccccc2C(C)(C)C12CC(c1ccc(Cl)c(S(=O)(=O)N3CCCC3)c1)=NO2 (stereo not given)	-1%
Cc1oc2c(c(C)cc3oc(=O)c(CC(=O)NCC(=O)NCC(=O)O)c(C)c32)c1C	-16%
CCOC(=O)C1(CC2CC2)CCN(Cc2ccc(O)c(Cl)c2)CC1	-4%
Cc1ccc2nc(NC3=NCN(C4CCCCC4)CN3)nc(C)c2c1	2%
CC1(C)Oc2ccc(/C=C/C(=O)N3CCOCC3)c(O)c2C(N2CCOCC2)C1O (stereo not given)	1%
Cn1c(=O)c2[nH]c(N3CCN(c4ccccn4)CC3)nc2n(C)c1=O	-1%
CCOc1cc(S(=O)(=O)NCc2ccccn2)c(C)cc1C	-16%
CCCCNC(=O)C(c1ccc(-c2ccccc2)cc1)N(CCN1CCOCC1)C(=O)CCCCCN1C(=O)NC(c2ccc([N+](=O)[O-])cc2)C(C(=O)OCc2ccccc2)=C1C (stereo not given)	0%
COc1ccc(OC)c(N=C2SCCCN2C(=O)c2ccc(N3C(=O)CCC3=O)cc2)c1	0%
Cc1ccc(C(=O)COC(=O)c2cnccn2)cc1C	1%
Cc1ccc(-c2nc3ccccc3n3c(C)nnc23)cc1	1%
CC(C)c1ccc(NC(=O)CSc2nc3c(c(=O)[nH]2)CCC3)cc1	2%
CC(C)=CCC/C(C)=C/CC(C)(C)CNCCN1CCNCC1	-1%
CCOc1ccc(CCN2C(=O)C(=O)N([C@H](CCCN(C)Cc3ccccc3)CNCc3ccccc3)C[C@@H]2C(C)C)cc1	-5%
CC1(C)[C@@H](O)CC[C@]2(C)C3C(O)C=C4[C@H]5C[C@@](C)(C(=O)O)CC[C@]5(C)CC[C@]4(C)[C@]3(C)CC[C@@H]12 (stereo not given in full)	3%
COC(=O)c1[nH]c2ccccc2c1NC(=O)CCN1CCN(C2CCCCC2)CC1	1%
Cc1ccc(S(=O)(=O)NCCC(=O)N2CCCCC2)cc1	-4%
Cc1cc(Oc2ccccc2)nc2ccc(O)cc12	-2%
Cn1c(N2CCN(C(=O)C34CC5CC(CC(C5)C3)C4)CC2)nc2ccccc21	1%
CC1(C)CC(=O)C2=C(C1)NC(=O)CC2C(=O)NCc1ccc(F)cc1 (stereo not given)	0%
COc1ccccc1/C=N/NC(=Nc1ccc(C)cc1)c1nc2ccccc2s1	-18%
COC(=O)c1c(-c2ccc(OC)cc2)sc2ccccc12	35µM*
COc1ccc2c(c1)O[C@@H](c1cccc(C(F)(F)F)c1)[C@H](O)C2=O	4%
COc1ccc(-c2ccc3oc(-c4ccsc4)c(-c4ccc(Br)nc4)c3c2)cc1	-4%
COc1ccccc1-c1nn2c(-c3ccccc3Cl)nnc2s1	-8%
COc1ccccc1CNC(=O)c1cccc(-c2ccc(C)c3ccccc23)n1	1%
COC(=O)c1c(N)n(-c2ccc(N3CCOCC3)cc2)c2nc3ccccc3nc12	-2%
CCOC(=O)c1[nH]c2cc3c(cc2c1NC(=O)CN1CCCCC1C)OCO3 (stereo not given)	1%
COc1ccc(-c2csc(NC(=O)COC(=O)Cc3ccc(Cl)cc3Cl)n2)cc1	-4%
O=S(=O)([O-])CCC[n+]1c(/C=C\Nc2ccccc2)oc2ccc(-c3ccccc3)cc21	0%
CC(=O)NC(c1ccco1)c1cc(Br)c2cccnc2c1O (stereo not given)	1%
Cc1nc(N2CCN(c3ccccc3)CC2)[nH]c(=O)c1Cc1cccc2ccccc12	1%
CCCCn1c(=S)[nH]c2ccc(N3CCOCC3)cc2c1=O	-6%
Cc1cccc(NC(=O)C2CCCN2S(=O)(=O)c2cccc3cccnc23)c1 (stereo not given)	1%
CNCCCOc1ccc(C(C)(C)c2ccccc2)cc1	0%
Nc1c(C(=O)NCCc2ccc(Cl)cc2)sc2ccc(S(=O)(=O)N3CCCCC3)cc12	-20%
CCSCc1nnc(SCC(=O)Nc2nc(C)cs2)n1C	0%
Cc1nc(C)c(C)nc1C	3%
Cc1ccc(C)c(N2CCN(S(=O)(=O)c3ccc4c(c3)CCC(=O)N4)CC2)c1	-1%
C=CCn1c(-c2ccc(=O)n(Cc3ccccc3)c2)n[nH]c1=S	2%
CN(Cc1ccccc1NC(=O)c1ccc(S(=O)(=O)N(C)C)cc1)C1CCCCC1	-1%
CCCn1c(=O)c(C(=O)Nc2cnccn2)c(O)c2ccccc21	-2%
CCCCCCCCCCCCCCCC(=O)OC[C@H](COP(=O)([O-])OCC[N+](C)(C)C)OC(=O)CCCCCCCCCCCCCCC	-1%
CC1CCCN(C(=O)c2cc(N3C(=O)C4C5CCC(C5)C4C3=O)ccc2Cl)C1 (stereo not given)	-1%
Cc1cccc(N(CC(=O)NC2CCCCC2)C(=O)CCC(=O)Nc2ccccn2)c1	1%
Cc1ccc2nc3n(c(=O)c2c1)-c1ccc(Cl)cc1C(=O)NC3Cc1ccccc1 (stereo not given)	-3%
CCCCn1c(C)cc2c(c1=O)C1O[C@](CCCC)(Cc3cc(C#N)ccc31)O2	0%[15.4 µM]
O=C(O)CN1CCOCCOCCN(CC(=O)O)CCOCCOCC1	-2%
COC(=O)c1cc(N2C(=O)C3C(C2=O)C2(C)C=CC3(C)O2)ccc1Cl (stereo not given)	2%
CC(=O)[C@@H]1[C@@H]2C(=O)N(C3CCCCC3)C(=O)[C@@H]2C2c3ccccc3C=CN21 (stereo not given in full)	2%

# 6 consecutive compounds already listed:
compound	MmCpn inh
CC1CCCN(C(=O)c2cc(N3C(=O)C4C5CCC(C5)C4C3=O)ccc2Cl)C1 (stereo not given)	-1%
Cc1cccc(N(CC(=O)NC2CCCCC2)C(=O)CCC(=O)Nc2ccccn2)c1	1%
Cc1ccc2nc3n(c(=O)c2c1)-c1ccc(Cl)cc1C(=O)NC3Cc1ccccc1 (stereo not given)	-3%
CCCCn1c(C)cc2c(c1=O)C1O[C@](CCCC)(Cc3cc(C#N)ccc31)O2	0%[15.4 µM]
O=C(O)CN1CCOCCOCCN(CC(=O)O)CCOCCOCC1	-2%
COC(=O)c1cc(N2C(=O)C3C(C2=O)C2(C)C=CC3(C)O2)ccc1Cl (stereo not given)	2%

# Screening results as filed in PubChem.

# Only part of the results is shown; the hit share may differ from the screen's.
